Source: PubChem
proCasp3 act: activates human procaspase-3 | P42574 | recombinant procaspase-3 D3A, Ac-DEVD-pNA absorbance 405 nm | activation, % at 8.5 µM | 330,000 compounds, 0.11% hits;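 active = activation above the mean of all tested compounds plus 3 SD, cut at about 21% in these data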;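 also: 0% = DMSO alone and 100% = DMSO wells spiked with extra 5 µM PC-3 D3A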
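System: Procaspase-3 D3A mutant. Medium: Zinc-free 300 mM NaCl, 50 mM HEPES, 0.01% Triton X-100. Schedule: 1 h preincubation plus 2 h reaction at 25 °C. Measured by: 405 nm absorbance of p-nitroaniline, reads at 0 and 120 min. Read-out: percent activation relative to control range.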
ZTA DNA inh: ZTA (EBV) inhibition in EBNA-1 counter-screen; P03206; ZTA-DNA binding, fluorescence polarization; inhibition, % at 11 µM; 320,000 compounds, 0.15% hits; in the data active = inhibition above about 33%
AHR activator: activators of human aryl hydrocarbon receptor | AHR-responsive luciferase reporter cells, luminescence | activation, % at 5 µM | P35869 | 320,000 compounds, 2.5% hits; in the data active = activation above about 47%;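 also: 0% = vehicle wells and 100% = reference agonist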
RPL19A TOR yeast: modulators of TOR pathway RPL19A-GFP in S. cerevisiae. percent response vs DMSO, % at 10 µM. S. cerevisiae RPL19A-GFP strain, flow cytometry, 3 h; hits give low values. 330,000 compounds, 0.3% hits. AID 2025;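 active = percent response vs DMSO below 50%; inconclusive = fewer than 70 events counted for the yeast strain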;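 also: median channel GFP fluorescence of the barcoded RPL19A-GFP strain; ratio of sample median GFP to plate DMSO average so 100% = DMSO; lower means less RPL19A-GFP as with rapamycin TOR inhibition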
proCasp7 act: activates human procaspase-7, counter-screen for procaspase-3 activators | P55210 | recombinant procaspase-7, Ac-DEVD-pNA absorbance 405 nm; D23A/D198A/D206A triple mutant, cannot self-cleave; scale: DMSO 0, 5 µM enzyme 100 | activation, % at 8.5 µM | 330,000 compounds, 0.093% hits;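 active = percent activation above the screen-wide mean plus 3 SD, cut at about 25% in these data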
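System: Uncleavable procaspase-7 mutant enzyme; Amount: 2 µM procaspase-7 mutant as dispensed; Schedule: 1 h compound preincubation, 2 h substrate cleavage, 25 °C; Measured by: 405 nm absorbance of p-nitroaniline; Evaluation: percent activation from buffer-corrected 0–120 min absorbance change; Control set: low DMSO alone, high DMSO plus 5 µM PC-7.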
LAP4 TOR yeast: yeast TOR pathway LAP4-GFP modulation; 320,000 compounds, 0.34% hits; AID 2023; S. cerevisiae LAP4-GFP multiplex, flow cytometry GFP, 3 h; median GFP as percent of DMSO wells; GFP response vs DMSO, % at 10 µM;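 active = GFP response vs DMSO above a set limit, about the screen mean plus 3 SD, cut at about 150% in these data; inconclusive = under 70 cell events counted for the yeast strain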
MEP2 TOR yeast: alters MEP2-GFP fluorescence in TOR pathway yeast screen. S. cerevisiae MEP2-GFP strain, flow cytometry GFP, 3 h; 100% = DMSO control level. GFP response vs DMSO, % at 10 µM. 330,000 compounds, 0.51% hits. AID 2016;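 active = GFP response versus DMSO above a set limit, roughly screen mean plus 3 SD, cut at about 180% in these data; inconclusive = fewer than 70 cells counted for a yeast strain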;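 also: median GFP fluorescence of the barcode-gated MEP2-GFP cells per well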
EBNA-1 inhibitor: blocks EBNA-1 binding to DNA. EBNA-1 DNA binding, fluorescence polarization. inhibition, % at 14.8 µM. 300,000 compounds, 0.34% hits. AID 1950; in the data active = inhibition above about 28%
An asterisk follows results filed as active; ? = inconclusive; · = not tested or not shown.

SMILES	proCasp3 act	ZTA DNA inh	AHR activator	RPL19A TOR yeast	proCasp7 act	LAP4 TOR yeast	MEP2 TOR yeast	EBNA-1 inhibitor
COc1ccc(/C(O)=C2/C(=O)C(=O)N(Cc3cccnc3)C2c2ccco2)cc1OC (stereo not given)	-38.1	-6.7	3.5	103.6	-86.5	102.5	100.2	4.3
N#Cc1ccc(C(=O)NC(=S)N2CCOCC2)cc1	6.0	·	-1.2	104.2	-0.1	90.2	105.0	·
CN1C(=O)CCC(CCC(=O)O)(c2ccccc2O)C1=O (stereo not given)	-7.2	-6.0	-0.5	100.2	-4.2	104.5	103.0	-8.7
O=C(NC1CC1)C1=C[C@H](C2CCCCC2)C[C@H](OCc2ccc(CO)cc2)O1	-1.2	6.7	-3.5	·	5.1	·	·	6.0
COc1ccc(-c2[nH]ncc2CN(C)C(C)c2ccon2)c(OC)c1 (stereo not given)	3.9	-0.5	2.8	96.9	7.1	95.1	96.4	-10.4
COc1cc2c(cc1OC)CN(CCOc1ccc(Br)cc1)CC2	5.6	-11.8	0.3	84.7	3.8	·	90.7	0.9
COc1ccc(S(=O)(=O)N(C)CC(=O)N2CCN(c3ccccc3)CC2)cc1	-7.5	-2.6	4.1	105.7	-4.4	98.5	104.5	-21.0
CCOc1cccc(-c2c(C(=O)N/N=C(\C)c3cccnc3)nnn2-c2nonc2N)c1	-3.3	14.4	59.7*	102.0	11.5	110.0	106.7	-0.5
COc1ccccc1NC(=O)COc1ccc(/C=N/NC(=O)CSCc2ccc(Cl)cc2)cc1	0.1	7.3	1.9	98.4	2.1	100.3	103.0	1.7
CC(NC(=O)C(NC(=O)C(Cc1c[nH]c2ccccc12)NC(=O)OC(C)(C)C)C(C)C)C(N)=O (stereo not given)	0.5	-3.9	2.4	104.6	-6.5	99.2	105.1	7.5
COc1ccccc1N1CC(C(=O)Nc2nnc(SCc3cccnc3)s2)CC1=O (stereo not given)	7.1	-3.7	0.5	99.0	-3.3	89.3	102.7	-2.7
Cc1c(NC(=O)C(C)OC(=O)c2c3c(nc4ccccc24)CCC(C)C3)c(=O)n(-c2ccccc2)n1C (stereo not given)	7.2	-0.1	3.5	98.1	6.4	93.5	101.2	3.9
Cc1nc2nc(-c3ccccc3)cn2nc1C	-12.0	-0.1	2.5	97.5	-10.7	123.2	101.4	-6.2
O=C(COc1ccc2c3c(c(=O)oc2c1)CCCC3)NCCCn1ccnc1	5.3	1.8	0.1	108.7	9.4	118.6	109.3	7.6
COc1ccc(-c2nn(-c3ccccc3)cc2C(=O)NC(=S)Nc2cc(Cl)ccc2Cl)cc1	4.3	14.7	1.7	95.6	2.6	110.0	95.1	8.7
CCCS(=O)(=O)N1CCCC(C(=O)Oc2ccc(C)c(C)c2)C1 (stereo not given)	3.1	10.3	-2.1	93.8	10.6	92.3	88.6	6.9
CNC(=S)N/N=C/c1cn(CCOc2cccc(OC)c2)c2ccccc12	-0.5	-6.2	56.0*	111.9	9.5	104.6	122.0	8.9
CCn1cc(C(=O)NCc2cccc(C(F)(F)F)c2)c(=O)c2ccc(C)nc21	-8.3	-4.0	-0.3	102.7	-2.6	108.8	105.7	2.8
COC(=O)c1nc2nc(C)cc(C(F)(F)F)n2n1	2.5	-8.7	0.6	95.6	10.4	97.9	99.0	2.6
CCCCC[C@H]1CN(CCCC)C(=O)[C@@H]1CC(=O)NCc1ccccc1	3.4	-4.7	0.5	99.5	-3.8	118.8	93.0	-3.4
CCN(c1ccccc1)S(=O)(=O)c1ccc(Cl)c(NC(=O)c2ccc(=O)[nH]n2)c1	2.1	-3.0	1.5	91.9	4.3	94.2	89.3	·
COc1ccccc1/C=C/C(=O)Nc1cccc(S(=O)(=O)N2CCOCC2)c1	5.2	-11.0	14.4	101.8	-1.2	109.8	101.3	·
CCOC(=O)C1CCN(C(=O)C2CCC(=O)N(Cc3cccc(C(F)(F)F)c3)C2)CC1 (stereo not given)	1.4	-12.7	9.5	95.4	0.7	98.1	96.9	2.7
CCc1ccc([C@@H]2CC=C(C(=O)O)[C@H](c3cccc(Cl)c3)N2S(=O)(=O)c2ccc(C)cc2)cc1	-7.2	5.7	-0.9	99.6	-1.0	128.0	89.3	4.2
Cc1cccc(N2CCN(C3=NC(=O)/C(=C\c4cn[nH]c4-c4ccccc4)S3)CC2)c1	-7.4	-10.4	1.1	103.9	-13.7	93.0	102.9	67.3*
The list goes on:
SMILES	proCasp3 act	ZTA DNA inh	AHR activator	RPL19A TOR yeast	proCasp7 act	LAP4 TOR yeast	MEP2 TOR yeast	EBNA-1 inhibitor
CC(=O)Nc1ccc(-c2nc3ccccc3o2)cc1	1.7	0.4	80.5*	101.8	-5.8	94.5	98.3	4.8
O=C(CCNC(=O)OCc1ccccc1)NC1CCCCC1	-0.9	4.3	-0.2	102.0	1.3	96.3	100.4	6.2
CC(C)Cn1nc(NC(=O)C(C)(C)C)c2cc3ccccc3nc21	-10.2	11.7	45.8	98.3	2.0	92.6	95.1	5.2
COCCNC(=O)CSc1nc2ccccc2c(=O)n1CCCC(=O)NCc1ccccc1	6.2	4.0	-1.6	99.2	3.7	100.8	101.3	0.7
CC1=C/C(=N\NC(=S)NCCc2ccccc2)CC(C)(C)C1	0.0	3.3	3.6	96.6	2.1	118.3	91.3	6.4
Cc1ccc(Nc2ncnc3c2nnn3Cc2ccccc2)cc1	5.7	2.7	31.0	97.0	0.2	128.1	98.2	15.1
Cc1nn2c(=O)cc(CSc3ccccc3NC(=O)c3ccccc3F)nc2s1	-3.8	9.9	1.5	88.3	8.9	92.7	90.8	-0.5
O=C(/C=C/c1ccccc1)NCCS(=O)(=O)N1CCN(c2ccccc2)CC1	3.5	11.7	2.6	92.7	10.3	100.2	93.3	-11.8
COc1cc(COC(=O)c2cnc(C)cn2)c(OC)cc1Br	-0.9	-14.2	2.7	97.3	4.7	107.4	103.7	-9.2
CC(C)N(Cc1ccccc1)C(=O)CSc1nccn1C	4.8	-10.5	8.0	104.1	8.0	93.8	97.5	-8.0
Nc1ccc(NC(=O)c2ccccc2)c2c1C(=O)c1ccccc1C2=O	-6.2	-18.9	15.1	100.5	1.1	101.9	100.8	-9.3
Cc1ccccc1Nc1c(C)c(C)nc2ncnn12	5.4	17.9	1.7	108.0	2.0	100.3	111.9	-9.5
CN(C)S(=O)(=O)c1ccc(C(=O)Nc2ccccc2F)cc1	3.3	1.2	1.4	109.3	-5.4	118.1	109.7	12.1
Cn1nc([N+](=O)[O-])nc1Sc1nnnn1-c1cccc(C(=O)O)c1	3.0	1.7	1.0	97.5	2.4	100.2	99.8	10.0
CN(c1ccc(C(=O)Nc2ccc(CC#N)cc2)cc1)S(C)(=O)=O	9.0	-13.9	-3.3	98.9	5.7	80.3	84.4	0.1
CCOC(=O)C1=C(CC)Nc2ccccc2N=C1NC(=O)c1ccc(S(=O)(=O)N2CCCC2)cc1	3.1	-5.3	3.8	98.0	15.0	80.8	98.0	-1.0
Cc1cc(C)c(S(=O)(=O)NCC2CCC(C(=O)NCc3ccc4c(c3)OCO4)CC2)c(C)c1 (stereo not given)	4.8	-20.3	16.4	96.6	10.5	96.6	101.7	-3.5
CCOC(=O)c1cn(-c2c(Cl)cccc2Cl)c2cc(Cl)c([N+](=O)[O-])cc2c1=O	-0.7	-5.2	-1.6	110.6	-7.6	83.7	117.8	1.3
CCOc1cc(C=NNC(=O)c2cccc(S(=O)(=O)N3CCCC3)c2)ccc1O	6.8	·	1.1	104.2	0.6	87.2	105.0	·
C[C@H](CO)N1C[C@H](C)[C@@H](CN(C)C(=O)Nc2ccc3c(c2)OCO3)Oc2c(cccc2N(C)C)C1=O	-14.1	·	4.6	91.2	-9.6	88.7	91.6	·
Cc1cc(NC(=O)CCC(=O)N(Cc2cccs2)C(C(=O)NC2CCCC2)c2ccncc2)no1 (stereo not given)	3.3	2.2	2.8	94.5	0.2	93.1	94.8	3.0
COc1cc(OC)c(NC(=O)CC(=O)Nc2cc(Cl)c(OC)cc2OC)cc1Cl	-0.4	11.5	7.0	102.3	2.8	100.2	108.8	-9.6
O=C(O)CCn1c2c(c3ccccc31)CCCC2	2.6	9.2	-4.8	97.5	-4.6	113.8	110.8	9.3
Cc1ccc(NS(=O)(=O)c2ccc(C)c(C(=O)N3CCN(C)CC3)c2)cc1	10.5	-3.6	-0.2	96.8	9.8	96.7	102.1	1.5
O=C(N/N=C/c1ccc(O)cc1)c1cc(-c2ccc3c(c2)OCO3)n[nH]1	-1.2	2.4	76.2*	100.8	-5.2	87.0	69.0	-0.3
Going on with the list:
SMILES	proCasp3 act	ZTA DNA inh	AHR activator	RPL19A TOR yeast	proCasp7 act	LAP4 TOR yeast	MEP2 TOR yeast	EBNA-1 inhibitor
CCOCCCNC(=S)N(CCO)Cc1cc2cc3c(cc2[nH]c1=O)OCCO3	-21.0	-26.3	5.7	99.6	-28.8	93.5	101.7	-2.2
O=C(Nc1ccccc1C(=O)O)c1cccc(F)c1	2.3	5.2	2.8	100.4	8.5	107.6	100.7	4.8
COc1ccc(-c2nc(Cn3c(SCc4ccc(F)cc4)nc4ccncc43)c(C)o2)cc1OC	1.3	-0.1	17.5	94.4	-6.5	97.8	97.4	-8.7
COc1cc(CCCN2CCNC[C@H]2Cc2ccc(O)cc2)cc(OC)c1OC	-4.5	-3.9	3.0	100.0	-2.2	99.7	103.7	2.2
Cc1ccc(NC(=O)c2cccc3c2C(=O)N(C2CCCCC2)C3)c(C)c1	0.7	-12.6	-0.1	?	6.1	?	?	-12.6
CCc1nn(C(C)C(=O)NC2CCCCCC2)c(=O)c2cc3occc3n12 (stereo not given)	-2.5	2.3	0.1	91.7	2.5	96.7	88.8	-3.2
COC(=O)c1ccc(OCC(=O)c2ccc(C)c(C)c2)cc1	2.2	-0.2	2.4	102.5	6.0	104.5	102.2	0.7
COc1ccc(C(=O)Nc2nc(C)c(C)s2)cc1OC	5.0	-13.5	32.5	·	-6.8	102.1	108.2	0.5
CN(C(=S)Nc1ccc(Oc2ccccc2)cc1)c1ccc(O)cc1	-16.6	10.4	2.5	95.7	-16.0	107.3	95.0	3.9
CC(=O)N1CCN(C(=O)COC(=O)/C=C/c2ccccc2[N+](=O)[O-])CC1	6.7	·	2.5	97.9	1.0	94.7	95.6	·
Cc1c(Br)c([N+](=O)[O-])nn1C(C)C(=O)Nc1ccc2c(c1)OCO2 (stereo not given)	-0.3	-2.5	10.3	95.5	1.0	99.7	100.2	7.7
C=CCN1CCN(C(c2cc(OC)ccc2OC)c2nnnn2CC2CCCO2)CC1 (stereo not given)	-6.0	-3.2	0.6	96.4	-2.7	94.8	106.7	-5.1
O=C(Nc1ccc(N2CCOCC2)cc1N1CCOCC1)c1cccc([N+](=O)[O-])c1	-8.0	-0.3	7.5	119.1	3.1	84.5	104.1	-0.2
Cc1[nH]c2ccccc2c1Cc1nnc(SCc2ccccc2)o1	1.3	5.7	5.7	96.9	-6.3	110.0	98.7	-0.7
CN(C)S(=O)(=O)c1cccc(NC(=O)COC(=O)c2cc(=O)c3ccccc3o2)c1	-3.2	11.5	3.8	92.8	7.3	94.6	103.5	-9.3

Grouped by structure, the compounds so far containing bromine (3)
SMILES	proCasp3 act	ZTA DNA inh	AHR activator	RPL19A TOR yeast	proCasp7 act	LAP4 TOR yeast	MEP2 TOR yeast	EBNA-1 inhibitor
COc1cc2c(cc1OC)CN(CCOc1ccc(Br)cc1)CC2	5.6	-11.8	0.3	84.7	3.8	·	90.7	0.9
COc1cc(COC(=O)c2cnc(C)cn2)c(OC)cc1Br	-0.9	-14.2	2.7	97.3	4.7	107.4	103.7	-9.2
Cc1c(Br)c([N+](=O)[O-])nn1C(C)C(=O)Nc1ccc2c(c1)OCO2 (stereo not given)	-0.3	-2.5	10.3	95.5	1.0	99.7	100.2	7.7

Outcome played no part in choosing rows; about 3.8% have a hit in one of these screens.
